HT1080NT lethal: kills 2HG-producing HT-1080-NT fibrosarcoma cells | HT-1080-NT fibrosarcoma viability, CellTiter-Glo ATP luminescence, 48 h | Potency, µM (highest dose often 46.1 µM), inactives show at the highest dose activity, negative = less viability, actives largely listed as cytotoxic | actives 1.6% (n = 360,000);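 further: NT is the 2HG producing partner of a matched IDH1 knockdown line; potency means the concentration at half of the fitted maximal effect; 0% = DMSO-treated cells and -100% = media-only wells without cells; nearly all actives have a fitted effect of over 55% in size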
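HT-1080-NT fibrosarcoma cells (2HG-overproducing), 750 cells/well in RPMI with 5% FBS, dosed after 2 h and incubated 48 h at 37C. CellTiter-Glo luminescence normalized to DMSO and no-cell wells; concentration-response curves fitted and classed.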
D3 ag: activates the human D3 dopamine receptor | D3R DiscoveRx beta-arrestin cells, luminescence, 90 min | AID 652048 | max activation, % | P35462 | actives 0.58% (n = 410,000); in the data active means max activation above about 30%; further: 0% is about no effect; mostly tested at two doses, the higher about 12 µM
Target sequence (P35462 whole entry, looked up): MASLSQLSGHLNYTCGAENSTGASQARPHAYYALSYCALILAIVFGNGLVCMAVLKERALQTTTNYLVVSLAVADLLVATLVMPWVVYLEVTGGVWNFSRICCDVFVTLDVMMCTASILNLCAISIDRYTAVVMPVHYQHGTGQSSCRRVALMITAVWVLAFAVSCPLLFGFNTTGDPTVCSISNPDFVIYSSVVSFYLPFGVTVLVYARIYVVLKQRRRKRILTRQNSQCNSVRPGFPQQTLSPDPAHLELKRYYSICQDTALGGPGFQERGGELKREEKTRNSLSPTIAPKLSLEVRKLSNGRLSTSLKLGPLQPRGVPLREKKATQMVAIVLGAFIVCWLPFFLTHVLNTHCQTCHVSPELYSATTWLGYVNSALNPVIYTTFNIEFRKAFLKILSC
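Agonist mode: compounds and dopamine controls were applied to plated cells for 90 min at 37 degrees C after an overnight attachment at 1500 cells/well. Luminescent read-out followed 30 - 60 minutes at room temperature with DiscoveRx detection reagent.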
MCF10A rerep: inducers of DNA re-replication in MCF 10A breast cells | actives 2.9% (n = 350,000) | Potency, µM (highest dose often 46.1 µM), for inactives: at the top dose activity, positive = re-replication, actives largely listed as activators | AID 624296 | MCF 10A DNA re-replication, Hoechst nuclear intensity, 48 h; further: potency means the concentration at half of the fitted maximal effect; % of control where 0% means no effect; nearly all actives have a fitted effect of over 50% in size
HEK293 tox: cytotoxicity in counter-screen for GLP-1R inverse agonists; HEK293 cAMP-luciferase reporter cells, luminescence, 24 h; Potency, µM (doses to about 38.3 µM), for the others: at the top dose activity change, negative = inhibition, actives largely listed as inhibitors; actives 0.13% (n = 410,000); AID 624418;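 further: loss of luciferase light is scored as toxicity; potency means the concentration at half of the fitted maximal effect; on the % scale 0 is the no-effect control and ±100 the full control effect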
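Cells in DMEM/10% Nu serum/1% pen-strep, 1536-well format. Pre-incubated 12 h, dosed with 23 nL compound, incubated a further 24 h. Luciferase detection, 12 min at room temp, luminescence.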
KB-V1 cytotox: kills drug-selected multidrug resistant KB-V1 cells; KB-V1 MDR cells viability, CellTiter-Glo, 72 h; AID 1347076; actives 3.4% (n = 400,000); Potency, µM (highest dose often 46.1 µM), for the others: at the highest dose activity change, negative = cytotoxicity, usual class: cytotoxic; further: potency means the concentration at half of the fitted maximal effect; on the % scale 0 is the no-effect control and ±100 the full control effect; nearly all actives have a fitted effect of over 60% in size
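Cells of the MDR subline KB-V1 are plated, dosed with compound at multiple concentrations, and incubated 72 h at 37 degrees C; CellTiter-Glo is then added and luminescence read after 10 min.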
KB-3-1 tox: kills parental KB-3-1 adenocarcinoma cells; KB-3-1 viability, CellTiter-Glo ATP luminescence, 72 h; Potency, µM (series often up to 46.1 µM), for the others: top-dose activity change, negative = cytotoxic, most hits filed as cytotoxic; actives 1.4% (n = 400,000); AID 1347075; further: potency means the concentration at half of the fitted maximal effect; on the % scale 0 is the no-effect control and ±100 the full control effect; nearly all actives have a fitted effect of over 60% in size
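Screening of KB-3-1 cells (DMEM, 10% FBS, phenol-red free) ran from lowest to highest compound concentration; after 72 h at 37 °C viability was read luminescently and curves fitted.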
IL-1B inflam inh: inflammasome signaling inhibition, IL-1 beta readout; THP-1 LPS/ATP IL-1B secretion, AlphaLISA, 16 h; hits give low values; activity change, % at 57.5 µM; actives 4.7% (n = 360,000); in the data active means activity change below about -50%; inconclusive means mostly about -30% to -49%; further: on the % scale 0 is the no-effect control and ±100 the full control effect
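Secreted IL-1B measured by AlphaLISA bead assay after 16 h compound exposure of THP-1 cells; compounds (final up to 57.5 uM) added 1 h before LPS (250 ng/mL) and ATP (1.25 mM) stimulation; lower signal means less secretion.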
HT1080 IDH1KD tx: kills HT-1080 cells with IDH1 knockdown | actives 2% (n = 360,000) | HT-1080 IDH1 knockdown viability, ATP luminescence, 48 h | Potency, µM (highest dose often 46.1 µM), without a hit: top-dose activity, negative = toxicity, actives largely listed as cytotoxic;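 further: potency means the concentration at half of the fitted maximal effect; 0% = DMSO wells and -100% = cell-free medium wells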
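HT-1080-IDH1KD cells (IDH1 knocked down), 750/well in RPMI with 5% FBS, treated with compound 48 h at 37 degrees C. Viability by CellTiter-Glo luminescence, normalised to DMSO and no-cell wells; concentration-response curves classed.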
SW480 rereplic: induces DNA re-replication in SW480 colon adenocarcinoma cells | SW480 DNA re-replication, Hoechst DNA content imaging, 48 h | Potency, µM (top dose mostly 46.1 µM), inactives show at the top dose re-replication activation, usual class: activators | actives 1.8% (n = 340,000); further: potency means the concentration at half of the fitted maximal effect; % of control where 0% means no effect; nearly all actives have a fitted effect of over 55% in size
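Image-based DNA-content assay: after two days of treatment, nuclei were labelled with the DNA dye Hoechst and imaged, and hits were compounds raising the count of nuclei showing high fluorescence intensity.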
* hit, by the source's call; [ ] = remark or other dose. Unless noted, the call rests on the fitted dose curve; in most records, active means well fitted curve in the direction sought with a large enough effect; inconclusive means small, poorly fitted or top-dose-only effect, or another doubt; inactive means no such curve, though single readings can be large; an effect the other way counts as inactive or inconclusive.

What do the screens show for `CCc1noc(C)c1C(=O)OCC(=O)c1ccc(OC)c(OC)c1`?
HT1080NT lethal: 2%; D3 ag: 0; MCF10A rerep: 3%; HEK293 tox: -9%; KB-V1 cytotox: -23%; KB-3-1 tox: 12%; IL-1B inflam inh: -13; HT1080 IDH1KD tx: -2%; SW480 rereplic: -12%

How did O=C(Nc1ccccc1)Oc1cccc(Br)c1 do in these assays?
HT1080NT lethal: -12%; D3 ag: -7; MCF10A rerep: 2%; HEK293 tox: 0%; KB-V1 cytotox: 10%; KB-3-1 tox: -1%; IL-1B inflam inh: 5; HT1080 IDH1KD tx: 1%; SW480 rereplic: -6%

How did COc1ccccc1CC(Cc1nc2ccccc2[nH]1)c1nc2ccccc2[nH]1 (stereo unspecified) do in these assays?
HT1080NT lethal: -5%; D3 ag: -6; MCF10A rerep: inconclusive; HEK293 tox: -24%; KB-V1 cytotox: -18%; KB-3-1 tox: 1%; IL-1B inflam inh: -26; HT1080 IDH1KD tx: inconclusive; SW480 rereplic: 14%

Results for O=C(NCCOCCO)C(=O)Nc1c2c(nn1-c1ccc(F)cc1)CSC2 ?
D3 ag: -5; HEK293 tox: 0%; KB-V1 cytotox: 6%; KB-3-1 tox: 3%

How did O=C1CC(c2ccccc2)CC(O)=C1C=NCCCO (stereo unspecified) do in these assays?
HT1080NT lethal: 6%; D3 ag: 3; MCF10A rerep: 1%; HEK293 tox: -9%; KB-V1 cytotox: inconclusive; KB-3-1 tox: 15%; IL-1B inflam inh: -9; HT1080 IDH1KD tx: 5%; SW480 rereplic: -3%[9.22 µM]

What do the screens show for `Brc1ccc([C@H]2CN3CCSC3=N2)cc1`?
HT1080NT lethal: inconclusive; D3 ag: 0; MCF10A rerep: -2%; HEK293 tox: -13%; KB-V1 cytotox: 8%; KB-3-1 tox: 0%; IL-1B inflam inh: -8; HT1080 IDH1KD tx: 2%; SW480 rereplic: -139%[inhibitor]

What do the screens show for `Fc1ccc(CNCCCSc2nnnn2-c2ccccc2)cc1`?
D3 ag: -27; HEK293 tox: 11%; KB-V1 cytotox: -25%; KB-3-1 tox: 1%

How did CC(C)=NOc1nc(N(C)C)nc(N2CCOCC2)n1 do in these assays?
HT1080NT lethal: 15%; D3 ag: 4; MCF10A rerep: -2%; HEK293 tox: -5%; KB-V1 cytotox: 26%; KB-3-1 tox: 0%; IL-1B inflam inh: 8; HT1080 IDH1KD tx: 13%; SW480 rereplic: -11%[9.22 µM]

What do the screens show for `COc1cccc(N/N=C(\C#N)S(=O)(=O)C(C)(C)C)c1`?
HT1080NT lethal: 0%; D3 ag: -3; MCF10A rerep: -8%; HEK293 tox: -22%; KB-V1 cytotox: -18%; KB-3-1 tox: -11%; IL-1B inflam inh: 26; HT1080 IDH1KD tx: -3%; SW480 rereplic: -11%

What do the screens show for `CCN(C(=O)CSc1cc(C)c2ccccc2n1)C1CCS(=O)(=O)C1` (stereo unspecified)?
HT1080NT lethal: 5%; D3 ag: 0; MCF10A rerep: 19%; HEK293 tox: 6%[7.66 µM]; KB-V1 cytotox: -9%; KB-3-1 tox: 1%; IL-1B inflam inh: -10; HT1080 IDH1KD tx: -13%; SW480 rereplic: -2%

How did NC(=O)C1CNc2ccccc2O1 (stereo unspecified) do in these assays?
HT1080NT lethal: -2%; D3 ag: -7; MCF10A rerep: -3%; HEK293 tox: -3%; KB-V1 cytotox: 2%; KB-3-1 tox: 4%; IL-1B inflam inh: 24; HT1080 IDH1KD tx: -1%; SW480 rereplic: -2%

What do the screens show for `Nc1ccnn1-c1ccccc1`?
HT1080NT lethal: -8%; D3 ag: -2; MCF10A rerep: 5%; HEK293 tox: -1%; KB-V1 cytotox: 11%; KB-3-1 tox: 1%; IL-1B inflam inh: 0; HT1080 IDH1KD tx: -15%; SW480 rereplic: 14%

How did CCOC(=O)c1c(NC(=O)COC(=O)c2ccccn2)sc2c1CCC2 do in these assays?
HT1080NT lethal: 12%; D3 ag: 5; MCF10A rerep: -1%; HEK293 tox: -5%; KB-V1 cytotox: -19%; KB-3-1 tox: inconclusive; IL-1B inflam inh: 0; HT1080 IDH1KD tx: 18%

What do the screens show for `COc1ccc(-n2ncc(C(=O)NCCc3ccsc3)c2C2CCN(C(=O)OC(C)(C)C)CC2)cc1`?
D3 ag: 4; HEK293 tox: 9%; KB-V1 cytotox: 1%; KB-3-1 tox: 0%

What do the screens show for `COc1ccccc1N1C(=NC(=O)CCC2CCCC2)SC2CS(=O)(=O)CC21` (stereo unspecified)?
HT1080NT lethal: 16%; D3 ag: 5; MCF10A rerep: 2%; HEK293 tox: -1%; KB-V1 cytotox: 6%; KB-3-1 tox: 10%; IL-1B inflam inh: 1; HT1080 IDH1KD tx: 14%; SW480 rereplic: -19%

Reprinted from the part before: 4 entries; new compounds follow.
What do the screens show for `Nc1ccnn1-c1ccccc1`?
HT1080NT lethal: -8%; D3 ag: -2; MCF10A rerep: 5%; HEK293 tox: -1%; KB-V1 cytotox: 11%; KB-3-1 tox: 1%; IL-1B inflam inh: 0; HT1080 IDH1KD tx: -15%; SW480 rereplic: 14%

How did CCOC(=O)c1c(NC(=O)COC(=O)c2ccccn2)sc2c1CCC2 do in these assays?
HT1080NT lethal: 12%; D3 ag: 5; MCF10A rerep: -1%; HEK293 tox: -5%; KB-V1 cytotox: -19%; KB-3-1 tox: inconclusive; IL-1B inflam inh: 0; HT1080 IDH1KD tx: 18%

What do the screens show for `COc1ccc(-n2ncc(C(=O)NCCc3ccsc3)c2C2CCN(C(=O)OC(C)(C)C)CC2)cc1`?
D3 ag: 4; HEK293 tox: 9%; KB-V1 cytotox: 1%; KB-3-1 tox: 0%

What do the screens show for `COc1ccccc1N1C(=NC(=O)CCC2CCCC2)SC2CS(=O)(=O)CC21` (stereo unspecified)?
HT1080NT lethal: 16%; D3 ag: 5; MCF10A rerep: 2%; HEK293 tox: -1%; KB-V1 cytotox: 6%; KB-3-1 tox: 10%; IL-1B inflam inh: 1; HT1080 IDH1KD tx: 14%; SW480 rereplic: -19%

Results for COc1ccc(N2CCN(C(=O)CCCNC(=O)Cn3cnc4sc(C)c(C)c4c3=O)CC2)cc1 ?
HT1080NT lethal: 5%; D3 ag: -19; MCF10A rerep: 2%; HEK293 tox: -21%; KB-V1 cytotox: -22%; KB-3-1 tox: -25%; IL-1B inflam inh: 29; HT1080 IDH1KD tx: 3%; SW480 rereplic: 1%

How did CCN1C(=O)CSc2ccc(C(=O)NCc3ccccc3)cc21 do in these assays?
HT1080NT lethal: 6%; D3 ag: -16; MCF10A rerep: -7%; HEK293 tox: -1%; KB-V1 cytotox: -7%; KB-3-1 tox: -20%; IL-1B inflam inh: 13; HT1080 IDH1KD tx: -10%; SW480 rereplic: 1%

What do the screens show for `C[C@@H]1CN([C@@H](C)CO)S(=O)(=O)c2ccc(Br)cc2O[C@@H]1CN(C)Cc1cccnc1`?
HT1080NT lethal: 0%; D3 ag: -9; HEK293 tox: -2%; KB-V1 cytotox: -16%; KB-3-1 tox: 5%; IL-1B inflam inh: -2; HT1080 IDH1KD tx: -4%

What do the screens show for `CC(C)(C)c1ccc(C(=O)NN=C2CCCC2)cc1`?
HT1080NT lethal: -17%; D3 ag: 1; MCF10A rerep: -2%; HEK293 tox: 4%; KB-V1 cytotox: 3%; KB-3-1 tox: -25%; IL-1B inflam inh: -12; HT1080 IDH1KD tx: -20%; SW480 rereplic: -3%

What do the screens show for `CCOC(=O)c1sc(NC(=O)c2ccco2)c(C#N)c1C`?
HT1080NT lethal: -8%; D3 ag: -5; MCF10A rerep: inconclusive; HEK293 tox: 6%; KB-V1 cytotox: inconclusive; KB-3-1 tox: -22%; IL-1B inflam inh: 11; HT1080 IDH1KD tx: -1%; SW480 rereplic: -9%

Results for Cc1nc(SCC(=O)Nc2ccccc2C(F)(F)F)c2c(=O)n(C)c(=O)n(C)c2n1 ?
HT1080NT lethal: inconclusive; D3 ag: 2; MCF10A rerep: -1%; HEK293 tox: -13%; KB-V1 cytotox: inconclusive; KB-3-1 tox: 0%; IL-1B inflam inh: -4; HT1080 IDH1KD tx: -1%; SW480 rereplic: 6%

How did O=C(CCc1ccccc1O)NC1CCCc2ccccc21 (stereo unspecified) do in these assays?
HT1080NT lethal: 10%; D3 ag: -3; MCF10A rerep: 1%; HEK293 tox: inconclusive; KB-V1 cytotox: -9%; KB-3-1 tox: -1%; IL-1B inflam inh: -9; HT1080 IDH1KD tx: 4%; SW480 rereplic: 16%

What do the screens show for `CCS(=O)(=O)N1Cc2ccccc2CC1C(=O)N(C)CC(=O)Nc1ccc(OC)cc1` (stereo unspecified)?
HT1080NT lethal: 9%; D3 ag: 0; MCF10A rerep: -9%; HEK293 tox: 7%; KB-V1 cytotox: 41%; KB-3-1 tox: 4%; IL-1B inflam inh: 14; HT1080 IDH1KD tx: 4%; SW480 rereplic: -7%

What do the screens show for `Cn1ncc([N+](=O)[O-])c1C(=O)NC1CCCCC1`?
HT1080NT lethal: -1%; D3 ag: -2; MCF10A rerep: -3%; HEK293 tox: -7%; KB-V1 cytotox: -1%; KB-3-1 tox: -24%; IL-1B inflam inh: -9; HT1080 IDH1KD tx: -3%; SW480 rereplic: -3%

Results for COc1cc(NC(=O)CN(C)S(=O)(=O)c2ccc3c(c2)CC(C)N3C(C)=O)cc(OC)c1 (stereo unspecified) ?
HT1080NT lethal: 2%; D3 ag: -1; MCF10A rerep: 3%; HEK293 tox: -2%; KB-V1 cytotox: inconclusive; KB-3-1 tox: 2%; IL-1B inflam inh: 15; HT1080 IDH1KD tx: 0%; SW480 rereplic: -3%

Compound activity (PubChem BioAssay)
